CRFR2-BP antag – antagonists of CRF-BP/CRF-R2 complex, primary screen, cell-based, HEK293, calcium dye fluorescence, uHTS. CRF-induced calcium fluorescence. inhibition, % at 11.8 µM. 350,000 tested, 0.59% active;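 active = inhibition of the ligand-induced calcium signal above about 50% at the single tested concentration, limit read from the data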
IMP-1 inhibitor – IMP-1 metallo-beta-lactamase inhibitors, primary screen, biochemical, epi-absorbance readout, Pseudomonas aeruginosa enzyme; metallo-beta-lactamase IMP-1 (Pseudomonas aeruginosa); purified IMP-1, nitrocefin hydrolysis, epi-absorbance fluorescence; inhibition, % at 5.6 µM; 290,000 tested, 0.45% active; AID 1556, 2009;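 active = inhibition above the mean plus 3 SD of all compounds in the same screening run, cut at about 4.5% in these data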;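 note: 0% = IMP-1 with DMSO and 100% = DMSO wells lacking enzyme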
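Test system: recombinant IMP-1 enzyme, purified / Medium: HEPES buffer pH 7.1 with ZnSO4 and Brij 35 / Doses: single dose, 5.6 µM / Times: 25 °C, 15 min preincubation, 25 min reaction / Detection: Epi-absorbance via hydrolysed-nitrocefin quenching of white-plate fluorescence, 480/530 nm, EDTA stop / Evaluation: percent inhibition from optical density relative to buffer-blank wells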
SUMO HTRF inh – inhibitors of in vitro SUMOylation cascade, primary screen, biochemical, HTRF, uHTS; SUMO-conjugating enzyme UBC9 (Homo sapiens), P63279; inhibition, % at 35 µM; 290,000 tested, 0.36% active; HTRF SUMOylation assay, SAE1/SAE2 + UBC9; in the data active = inhibition above about 50%, passing the limit was not always enough; note: strong numbers were not always called active
Target sequence (P63279 whole entry, looked up): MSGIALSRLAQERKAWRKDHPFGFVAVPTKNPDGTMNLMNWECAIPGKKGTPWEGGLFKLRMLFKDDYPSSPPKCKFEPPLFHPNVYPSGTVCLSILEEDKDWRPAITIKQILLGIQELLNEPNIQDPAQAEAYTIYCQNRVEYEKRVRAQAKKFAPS
GalR3 antag – GalR3 antagonists in HEK293 cells, primary screen, cell-based, fluorescence readout | Galanin receptor type 3 (Homo sapiens), O60755 | HEK293 GalR3-CNG cAMP membrane potential fluorescence; galR3 body fused to GalR1 C-terminus | inhibition, % at 3 µM | 360,000 tested, 0.44% active | AID 651719, 2012;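 active = inhibition above the screen-wide average plus 3 SD, cut at about 13% in these data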;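 note: forskolin and galanin both at EC90 stimulate the cells; cAMP rise reported by CNG channel membrane potential dye signal; 0% = forskolin plus galanin with DMSO and 100% = forskolin alone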
Target sequence (O60755 1-299 limits assumed): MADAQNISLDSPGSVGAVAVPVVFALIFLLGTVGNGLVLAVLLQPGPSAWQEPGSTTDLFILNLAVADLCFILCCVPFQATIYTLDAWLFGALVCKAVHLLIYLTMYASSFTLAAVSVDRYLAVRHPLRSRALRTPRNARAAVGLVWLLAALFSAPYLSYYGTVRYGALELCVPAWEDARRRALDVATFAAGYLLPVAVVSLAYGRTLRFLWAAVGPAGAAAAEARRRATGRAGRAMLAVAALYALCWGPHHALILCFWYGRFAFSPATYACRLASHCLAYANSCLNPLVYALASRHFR
p-CIP stab down – p/CIP-EGFP fusion destabilizers, primary screen, fluorescence, F442A cells; 16 h; decrease of EGFP signal, % at 10 µM; 290,000 tested, 0.01% active;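 active = EGFP signal decrease of at least 30% at 10 µM or well 3 SD below plate mean, unless failing retest; inactive = the rest, including hits failing retest or dose response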; note: some compounds called inactive have numbers as strong as hits; many of its hits are not listed in these tables
IDE inh – human IDE inhibitors in live cells, primary screen, fluorescence polarization, HEK cells, FAbetaB substrate; Insulin-degrading enzyme (Homo sapiens), P14735; FAbetaB cleavage; inhibition, % at 5.59 µM; 320,000 tested, 0.41% active;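 active = percent inhibition above the average of all tested compounds plus 3 SD, set per screening campaign, cut at about 16% in these data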;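 note: IDE supplied by intact live HEK cells; FP after avidin binding of uncleaved biotin substrate so inhibition keeps polarization high; 0% = DMSO wells and 100% = 60 µM reference IDE inhibitor Ii1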
VIM-2 inhibitor – VIM-2 metallo-beta-lactamase inhibitors, primary screen, biochemical, epi-absorbance readout, Pseudomonas aeruginosa enzyme. 290,000 tested, 0.89% active. inhibition, % at 5.6 µM. purified VIM-2, nitrocefin hydrolysis, epi-absorbance fluorescence;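 active = inhibition above the mean of all tested compounds plus 3 SD, cutoff set per screening run, cut at about 7.5% in these data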;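 note: red hydrolysis product quenches plate fluorescence so inhibitors raise well fluorescence; 0% = enzyme with DMSO and 100% = DMSO without enzyme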
IDE act – human IDE activators in live cells, primary screen, fluorescence polarization, HEK cells, FAbeta-B substrate. FAbeta-B cleavage; 0% vehicle, 100% cell-free pure enzyme wells. activation, % at 5.96 µM. Insulin-degrading enzyme (Homo sapiens), P14735. 340,000 tested, 0.073% active;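 active = activation above the mean of all tested compounds plus 3 SD, set per screening campaign, cut at about 17% in these data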
NS3 helicase inh – inhibitors of HCV NS3 helicase, primary screen, biochemical, Cy5 molecular beacon fluorescence. Hepatitis C virus NS3 helicase. NS3 helicase DNA unwinding. inhibition, % at 10.9 µM. 290,000 tested, 0.56% active. AID 1800, 2009;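 active = inhibition above the mean of all tested compounds plus 3 SD, set per campaign, cut at about 35% in these data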;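 note: 0% = DMSO wells and 100% = thioflavine S control wells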
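Control set: DMSO versus 110 µM thioflavine S; Material: NS3 helicase fragment of HCV; Measured by: Cy5 fluorescence at 0 and 60 min, beacon hairpin quenching; Read-out basis: percent inhibition from t60/t0 fluorescence ratio; Times: reaction time 60 min, 25 °C; Repeats: single replicate; Compound dosing: single dose, 10.9 µM nominal final, DMSO 0.8% final.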
An asterisk follows results filed as active; / = not tested or not shown.

Value order – CRFR2-BP antag	IMP-1 inhibitor	SUMO HTRF inh	GalR3 antag	p-CIP stab down	IDE inh	VIM-2 inhibitor	IDE act	NS3 helicase inh
> CCOC(=O)N1CCN(C(=O)CSc2nnc(-c3cccc(OC)c3)o2)CC1
→ -2.9	-2.0	3.0	0.1	0.4	5.7	-0.8	-0.9	6.6
> O=C(CSc1nc(-c2ccccc2)cc(C(F)(F)F)n1)NCCN1CCOCC1
→ 13.6	-5.9	7.9	-2.5	-14.7	-4.8	-1.6	5.1	3.2
> O=C(NCc1ccc(F)cc1)C1CCN(S(=O)(=O)N2CCOCC2)CC1
→ -8.4	-2.4	20.7	-3.1	-5.1	4.0	-4.1	-1.2	-0.3
> CCOC(=O)CNc1ncc([N+](=O)[O-])cc1C#N
→ -5.2	-3.9	10.4	-3.1	-0.8	5.0	-2.4	4.8	14.3
> O=C(O)CCSCCC(=O)O
→ -13.9	-3.0	-0.9	-1.4	5.8	4.8	-4.6	-0.3	-0.3
> O=C(NCCc1cccc(Cl)c1)c1ccc(Cl)c([N+](=O)[O-])c1
→ 29.3	-2.4	-11.7	-10.6	-1.4	-2.2	-2.8	-3.5	-3.2
> O=C1Nc2ccccc2C(=O)N2[C@H](c3ccccc3)[C@@H]3C(=O)N(Cc4ccccc4)C(=O)[C@@H]3[C@H]12
→ -4.7	-0.4	5.0	0.1	-10.6	-2.8	-1.3	0.2	-10.5
> Cc1ccccc1Nc1nc(N)nc(CN(C)c2ccccc2)n1
→ 21.2	-2.5	-5.5	-1.8	-4.0	-0.3	-5.5	4.6	-3.0
> COC(=O)c1c(C)oc(C)c1S(=O)(=O)NC(c1ccccc1)c1ccccc1
→ 34.8	-3.4	1.8	-6.5	-8.7	-1.5	-4.1	4.5	3.4
> COc1ccc(N2CCN(C(=O)Cc3ccc(Br)cc3)CC2)cc1
→ -2.9	-0.9	23.7	-8.5	-17.7	-1.8	0.4	2.1	-6.8
> CCOC(=O)c1ccc(OCc2c(C)noc2C)cc1
→ -1.6	-2.5	-3.7	-2.2	3.1	3.3	-0.3	-3.3	-6.1
> COc1ccccc1-c1nnc2sc(-c3cc4ccccc4o3)nn12
→ 5.0	-2.5	-8.4	0.1	-2.5	-2.5	-0.5	-2.1	13.4
> COc1ccc(-c2ccc(C(=S)N3CCN(C(C)=O)CC3)o2)cc1
→ 8.9	8.5*	14.2	-2.6	0.0	1.2	-1.6	-3.9	6.0
> CCCN(CCC)S(=O)(=O)c1ccc(C(=O)Nc2ccc(OCC(=O)N3CCOCC3)cc2)cc1
→ -23.9	-4.5	-4.2	-4.6	-22.3	-2.5	-4.3	0.6	4.1
> CC(=O)c1sc(Nc2ccc(C)cc2)nc1C
→ -5.8	-2.3	-5.6	-7.1	0.8	-1.4	-2.8	0.5	-1.0
> Cc1ccc(NC(=O)[C@H](C)NC(=O)C2CCN(C(=O)[C@@H](N)CC(C)C)CC2)cc1
→ -3.3	-2.2	1.1	-5.9	-4.7	1.8	-2.3	-1.3	-7.7
> CCOCCn1c(SCc2ccc(F)cc2)nc2c1c(=O)[nH]c(=O)n2C
→ -14.9	-3.9	18.1	/	-5.2	-0.6	0.6	0.1	7.5
> COc1ccccc1NC(=O)CSc1nnc(-c2ccoc2C)n1CCc1ccccc1
→ 11.6	-1.8	9.1	-2.9	-6.4	-4.0	-1.3	2.8	-9.0
> CCOc1cc(NC(=S)NCCCN2CCOCC2)c(OCC)cc1NC(=O)c1cccc(C)c1
→ -7.5	-0.8	-1.4	-1.6	-7.8	6.5	0.2	-3.5	-4.5
> Cc1cccc(CN2CCCC(C(=O)Nc3ccc(-c4cscn4)cc3)C2)c1 (stereo not given)
→ -21.5	-5.2	-9.5	-1.6	-9.4	/	-2.9	2.7	-28.1
> CCOCC(=O)N1CCCC(C(=O)OCC)C1 (stereo not given)
→ -24.1	-2.2	9.4	2.4	0.9	1.9	-2.5	1.4	0.3
> CCOC(=O)c1c(C)c(C(=O)NCCOC)c(C)n1CC
→ -12.9	-2.6	1.9	-8.8	-2.1	-1.7	-1.8	0.5	-1.3
> CS(=O)(=O)N1CCN(c2ccc(C(=O)NC34CC5CC(CC(C5)C3)C4)cc2[N+](=O)[O-])CC1
→ -6.7	-1.0	12.0	-1.5	-11.2	-3.7	-0.7	5.9	2.7
> O=c1c2ccccc2n(Cc2ccccc2F)c(=O)n1Cc1ccccc1F
→ 24.6	-1.0	-16.9	-5.2	-2.8	0.7	-1.1	1.6	-3.1
> Cc1cc(=O)c2cc(NC(=O)c3ccccc3Cl)ccc2[nH]1
→ 20.5	-5.5	11.0	-2.0	-6.9	-0.5	-1.6	3.9	-1.8
> Cc1ccc(-c2cc3c(N=O)c4ccccc4c-3n[nH]2)cc1
→ -7.5	-4.7	32.3	-2.9	-3.9	-3.2	-3.0	3.0	7.7
> Cc1ccc(OCC(=O)Nc2ccc(-c3nc4ncccc4o3)cc2)c(C)c1
→ 6.5	-1.3	35.6	0.9	-7.9	-2.4	-1.3	-2.7	-1.4
> O=C(CSc1nncn1-c1ccccn1)Nc1ccccc1Cl
→ 4.4	-2.8	-0.1	-5.0	5.8	7.2	-2.8	4.2	0.1
> CCCc1cc(=O)[nH]c(SCC(=O)NC(=O)NC2CCCC2)n1
→ -0.2	/	/	-3.6	/	-2.6	/	1.2	/
> CC1(NC(=S)NCCCCCCNC(=S)NC2(C)CCS(=O)(=O)C2)CCS(=O)(=O)C1 (stereo not given)
→ 5.9	-2.7	-2.5	-3.9	9.1	1.2	-1.1	5.4	-12.4

Single records, as listed above. Values in the order: CRFR2-BP antag, IMP-1 inhibitor, SUMO HTRF inh, GalR3 antag, p-CIP stab down, IDE inh, VIM-2 inhibitor, IDE act, NS3 helicase inh
Cc1ccc(OCC(=O)Nc2ccc(-c3nc4ncccc4o3)cc2)c(C)c1 is entered as 6.5, -1.3, 35.6, 0.9, -7.9, -2.4, -1.3, -2.7, -1.4
CCCc1cc(=O)[nH]c(SCC(=O)NC(=O)NC2CCCC2)n1 is entered as -0.2, /, /, -3.6, /, -2.6, /, 1.2, /
CCOCC(=O)N1CCCC(C(=O)OCC)C1 (stereo not given) is entered as -24.1, -2.2, 9.4, 2.4, 0.9, 1.9, -2.5, 1.4, 0.3
CCOC(=O)c1c(C)c(C(=O)NCCOC)c(C)n1CC is entered as -12.9, -2.6, 1.9, -8.8, -2.1, -1.7, -1.8, 0.5, -1.3
CC1(NC(=S)NCCCCCCNC(=S)NC2(C)CCS(=O)(=O)C2)CCS(=O)(=O)C1 (stereo not given) is entered as 5.9, -2.7, -2.5, -3.9, 9.1, 1.2, -1.1, 5.4, -12.4

(continued)
Value order – CRFR2-BP antag	IMP-1 inhibitor	SUMO HTRF inh	GalR3 antag	p-CIP stab down	IDE inh	VIM-2 inhibitor	IDE act	NS3 helicase inh
> CC(=O)Nc1ccc(NC(=O)CC2CCCC2)cc1
→ -10.7	-2.8	-5.6	-10.1	10.7	0.4	-1.9	0.9	3.5
> CN(C)CCN(C(=O)c1ccc(C(=O)c2ccccc2)cc1)c1nc2cc3c(cc2s1)OCO3
→ -10.8	-1.3	5.4	-3.4	-25.6	1.8	-2.2	2.5	-35.5
> CNc1cc(Cl)nc(SC)n1
→ -7.5	-3.3	-6.6	-1.0	1.5	-7.2	-2.5	5.4	0.7
> CSc1cccc(NC(=S)N2CCCN(Cc3ccccc3F)C2)c1
→ 37.1	-2.7	13.1	-6.4	-7.1	9.1	-1.3	-2.6	-39.5
> CCCCCC(=O)N/N=C/c1ccccc1[N+](=O)[O-]
→ -9.1	-2.4	-14.9	-6.4	4.8	2.4	-6.1	1.4	2.8
> CC1=C(C(=O)OC(C)(C)C)C(c2ccc(Br)cc2)NC(=O)N1CCCC(=O)O (stereo not given)
→ 6.2	-0.1	0.2	-1.9	-6.9	1.5	0.5	/	3.3
> CCCC(=O)Nc1nc(-c2ccccc2)c(CC)s1
→ 5.0	-0.8	-17.2	-2.2	3.3	2.2	-0.5	4.9	-12.2
> Cc1ccc2cc(-c3noc(C(C)(C)C)n3)c(=O)[nH]c2c1
→ -15.1	-4.9	6.8	-5.1	2.8	1.2	-2.2	0.8	8.8
> COc1cc2nc(C(C)(C)C)oc(=O)c2cc1OC
→ 4.1	-3.6	-10.7	0.1	-6.6	-2.2	-1.3	11.1	-3.2
> COc1ccc(O[C@H]2C=C[C@@H](c3ccccc3)O[C@@H]2COC(=O)CC/C(C)=N/O[C@@H](C)c2cc(-c3c(C)cc(C)cc3C)no2)cc1
→ /	0.9	5.8	/	-10.1	/	-2.7	/	1.9
> O=C(CCn1c(=O)oc2ccccc21)N1CCOCC1
→ 0.8	-5.4	-5.8	-0.7	-5.8	1.2	-2.0	2.4	0.9
> CC(=O)N1c2ccc(S(=O)(=O)N3CCC(C(=O)Nc4cccc(C)c4C)CC3)cc2CC1C (stereo not given)
→ 4.8	-3.3	1.6	1.0	-5.0	1.2	-3.0	1.4	1.2
> O=C(COc1ncnc2ccccc12)N1CCN(S(=O)(=O)c2ccc(Cl)cc2)CC1
→ 6.8	-1.9	23.9	-3.2	-3.9	1.3	-3.3	2.0	9.9
> CCCC(C)NC(=O)COC(=O)c1cc(Br)c(Br)s1 (stereo not given)
→ 0.9	-1.3	-14.8	-1.1	-0.9	4.6	-1.4	-1.5	-2.7
> CC(C)(C)NC(=O)NC(=O)CN1CCN(c2cccc(Cl)c2)CC1
→ -0.2	-2.7	-4.3	-3.2	0.2	40.5*	-2.5	-28.6	-0.9
> CCCC(=O)Nc1ccc(NC(=O)c2ccccc2OC)cn1
→ 7.2	-7.2	18.8	1.8	-12.1	1.8	-1.2	2.1	4.9
> O=C(Nc1ccc2c(c1)OCCO2)c1cnccn1
→ -2.8	-3.8	20.3	-7.9	-5.1	4.1	-1.2	1.3	2.8
> CC(=O)c1sc(N/N=C\c2cccc(Br)c2)nc1C
→ -75.0	-3.5	18.2	-3.0	-14.9	40.0*	-3.0	-76.3	-9.1

Screening results (PubChem BioAssay)
